High-throughput results as filed in PubChem BioAssay.
core dimer inh: blocks dimerization of HCV core protein; TR-FRET GST/Flag-core106 dimerization, 1536-well; inhibition, % at 5 µM; actives 0.33% (n = 300,000);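 active = inhibition above the mean of all tested compounds plus 3 SD, set per screening campaign, cut at about 45% in these data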
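assay system = GST-tagged and Flag-tagged HCV core protein residues 1-106 | controls = unlabelled core106 and no-GST-core106 wells | incubation = compound-protein-antibody incubation 4 h at 22.5 °C | probe or stimulus = Eu donor and XL665 acceptor anti-tag antibodies | read-out = % inhibition based on acceptor/donor emission ratio | signal = TR-FRET 671 and 617 nm emission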
GASC-1 inh: inhibitors of human GASC-1 (JMJD2C) demethylase; actives 0.069% (n = 330,000); GST-JMJD2C(1-420) H3K9me3 demethylation, DELFIA europium; AID 2099; inhibition, % at 2.35 µM;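 active = more than half of a compound's replicate wells show inhibition beyond 50%, single wells judged on their own value; inconclusive = some, but no more than half, of replicates pass 50% inhibition; inactive = no replicate passes 50% inhibition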;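 note: signal counts dimethyl H3K9 product captured on neutravidin plate; 0% = median of DMSO wells and 100% = 0.3 times that DMSO median; strong numbers were not always called active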
Target sequence (Q9H3R0 1-420 limits assumed): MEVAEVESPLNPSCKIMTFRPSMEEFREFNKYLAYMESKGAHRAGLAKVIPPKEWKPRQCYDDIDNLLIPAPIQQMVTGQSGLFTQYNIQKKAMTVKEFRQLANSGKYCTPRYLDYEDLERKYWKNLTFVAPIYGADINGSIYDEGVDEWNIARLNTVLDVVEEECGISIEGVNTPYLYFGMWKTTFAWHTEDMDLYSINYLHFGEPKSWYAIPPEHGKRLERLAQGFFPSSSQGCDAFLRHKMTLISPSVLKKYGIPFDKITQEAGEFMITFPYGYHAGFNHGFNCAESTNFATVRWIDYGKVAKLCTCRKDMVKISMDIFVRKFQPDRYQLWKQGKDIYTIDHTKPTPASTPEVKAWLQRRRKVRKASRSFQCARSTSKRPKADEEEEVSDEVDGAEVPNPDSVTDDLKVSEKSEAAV
CTSL1 counter: blocks F. hepatica cathepsin L1 in PFM18AAP counter-screen; inhibition, % at 5.96 µM; recombinant F. hepatica cathepsin L1, Z-Leu-Arg-MCA fluorescence; actives 0.49% (n = 300,000);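 active = inhibition above the mean of all tested compounds plus 3 SD, set per screening campaign, cut at about 17% in these data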;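 note: 0% = plate median of test compound wells and 100% = 1 µM Z-Phe-Ala-diazomethylketone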
PP1 inh: blocks human PP1-alpha phosphatase, a PP5 counter-screen; actives 0.9% (n = 320,000); purified PP1alpha, OMFP fluorescence; P62136; inhibition, % at 6.7 µM; AID 2235;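 active = inhibition above the mean inhibition of all tested compounds plus 3 SD, computed separately for each screening campaign, cut at about 15% in these data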
Target sequence (P62136 whole entry, looked up): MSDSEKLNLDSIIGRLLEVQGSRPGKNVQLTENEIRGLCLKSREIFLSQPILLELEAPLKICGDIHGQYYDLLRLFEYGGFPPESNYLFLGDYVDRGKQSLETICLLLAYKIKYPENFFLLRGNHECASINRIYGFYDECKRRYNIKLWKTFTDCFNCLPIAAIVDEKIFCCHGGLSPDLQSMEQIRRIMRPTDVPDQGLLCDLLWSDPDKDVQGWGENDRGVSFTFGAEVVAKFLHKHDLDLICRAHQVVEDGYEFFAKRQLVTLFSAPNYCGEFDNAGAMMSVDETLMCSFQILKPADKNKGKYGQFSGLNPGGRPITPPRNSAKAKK
proCasp7 act: counter-screen: procaspase-7 (human) activation; actives 0.093% (n = 330,000); P55210; activation, % at 8.5 µM; recombinant procaspase-7, Ac-DEVD-pNA absorbance 405 nm; D23A/D198A/D206A triple mutant, cannot self-cleave; scale: DMSO 0, 5 µM enzyme 100;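 active = percent activation above the screen-wide mean plus 3 SD, cut at about 25% in these data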
Target sequence (P55210 whole entry D23A/D198A/D206A): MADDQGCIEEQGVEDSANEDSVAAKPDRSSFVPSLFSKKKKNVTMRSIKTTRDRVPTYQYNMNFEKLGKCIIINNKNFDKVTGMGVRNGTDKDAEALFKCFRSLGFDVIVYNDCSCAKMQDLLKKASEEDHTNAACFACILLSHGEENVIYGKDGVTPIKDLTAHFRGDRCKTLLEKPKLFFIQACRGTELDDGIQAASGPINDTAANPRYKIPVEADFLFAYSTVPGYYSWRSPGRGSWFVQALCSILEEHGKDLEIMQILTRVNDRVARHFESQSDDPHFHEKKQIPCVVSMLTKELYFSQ
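System: Procaspase-7 triple mutant (PC-7 D3A); measure: % activation from two-timepoint absorbance difference, scaled to controls; times: 1 h compound preincubation, 2 h substrate cleavage, 25 °C; also added: Ac-DEVD-pNA substrate, 400 µM as added; measured by: Epi-absorbance of released pNA at 405 nm, two timepoints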
procasp3 activ: activators of human procaspase-3 | P42574 | recombinant procaspase-3 D3A, Ac-DEVD-pNA absorbance 405 nm | activation, % at 8.5 µM | actives 0.11% (n = 330,000);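 active = activation above the mean of all tested compounds plus 3 SD, cut at about 21% in these data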;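 note: 0% = DMSO alone and 100% = DMSO wells spiked with extra 5 µM PC-3 D3A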
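System: Procaspase-3 D3A mutant. Medium: Zinc-free 300 mM NaCl, 50 mM HEPES, 0.01% Triton X-100. Schedule: 1 h preincubation plus 2 h reaction at 25 °C. Measured by: 405 nm absorbance of p-nitroaniline, reads at 0 and 120 min. Read-out: percent activation relative to control range.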
PP5 primary: PP5 (human) phosphatase inhibition; P53041; AID 1987; purified PP5c, OMFP substrate fluorescence; inhibition, % at 6.7 µM; actives 0.18% (n = 320,000);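 active = inhibition above the campaign's mean inhibition across all tested compounds plus 3 SD, cut at about 9.5% in these data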;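 note: 0% = DMSO only and 100% = 100 µM cantharidin control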
VLA-4 inh: inhibition in a human VLA-4 binding assay. VLA-4 expressing cells, ligand binding flow cytometry. P13612. inhibition, % (about 7 µM as worked out from the volumes in the protocol). actives 0.2% (n = 330,000); in the data active = inhibition above about 50%
GRK2 inh: human GRK2 inhibition via aptamer displacement; P25098; bead flow cytometry, FAM-aptamer displacement from GRK2; inhibition of aptamer binding, % at 10 µM; actives 0.59% (n = 330,000); AID 488847;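 active = inhibition of aptamer binding above 40%, roughly 3 SD of noise, on plates passing a quality check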;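 note: median bead fluorescence of bound FAM aptamer so fluorescent compounds give negative values; no value below 0 was filed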
* marks the source's active call; other numbers are inactive results; ? = inconclusive; nt = no result given.

Below each compound – core dimer inh | GASC-1 inh | CTSL1 counter | PP1 inh | proCasp7 act | procasp3 activ | PP5 primary | VLA-4 inh | GRK2 inh
Cn1c(=O)c2c(nc(N3CCNCC3)n2Cc2cccc3ccccc23)n(C)c1=O
  2 | 67 | -2 | -5 | -7 | -1 | 3.3 | 8 | 0
O=C1CC(N2CCN(c3ccccc3)CC2)C(=O)N1c1cccc(Cl)c1 (stereo not drawn)
  -5 | -3 | -7 | -1 | -6 | -14 | -1.4 | 3 | 43*
CCOC(=O)CN1C(=O)C2Cc3ccccc3CN2C1=S (stereo not drawn)
  3 | -1 | -2 | -3 | -8 | -4 | 1.6 | 6 | 0
CC(=O)Nc1c(O)n(C)c2ccccc12
  0 | -2 | 1 | -5 | -1 | 3 | -0.1 | 16 | 3
COc1cc(Br)c(CCNC(=O)Cc2ccccc2)cc1OC
  -3 | 4 | 1 | -3 | 13 | 1 | 1.0 | 3 | 5
O=C(CNc1ccc(C(F)(F)F)cc1)Nc1cccc(S(=O)(=O)N2CCCC2)c1
  nt | -4 | nt | 1 | 9 | 5 | 7.0 | -11 | 3
Cc1ccc(NC(=O)CN(C)C(=O)c2n[nH]c(=O)c3ccccc23)cc1
  -2 | -3 | -2 | -3 | 0 | 5 | 1.5 | -28 | 0
CCOC(=O)/C(C#N)=N/Nc1c(C)n(C)n(-c2ccccc2)c1=O
  -3 | 6 | 1 | -2 | 12 | -1 | 3.1 | 2 | 0
Cc1ccc(-c2nc3cccnc3s2)cc1NC(=O)c1ccco1
  2 | -1 | -4 | -4 | -2 | 6 | 4.5 | 21 | 0
CC(C)N(Cc1ccccc1)C(=O)C1CCCN(c2ncnc3c2nc2n3CCCCC2)C1 (stereo not drawn)
  11 | -15 | 2 | -2 | -6 | 8 | 0.2 | -5 | 4
Cc1ccc2nc(-c3cccc(N)c3)[nH]c2c1
  -1 | -7 | -3 | 2 | 2 | -1 | 1.8 | -5 | 1
CN(C)S(=O)(=O)c1ccc(C(=O)NCCS(=O)(=O)N2CCN(c3ccc(F)cc3)CC2)cc1
  10 | -2 | -1 | -2 | -3 | 3 | -0.9 | -1 | 0
COc1cc(SC)ccc1C(=O)Nc1nc2ccccc2[nH]1
  11 | -4 | 3 | -1 | 1 | -2 | 0.5 | 5 | 1
CCCCNC(=O)c1cn(C)c2ccc(S(=O)(=O)N3CCCC3)cc2c1=O
  -3 | 1 | 1 | -4 | 5 | -6 | -1.0 | 7 | 0
COc1ccc(/C=C2\Oc3cc(OCC(=O)N4CC(O)C[C@H]4C(=O)O)ccc3C2=O)c(OC)c1OC (stereo partly drawn)
  -4 | nt | 1 | -1 | -5 | -3 | 4.5 | 8 | 4
Cc1ccc(NC(=O)N(CCCN2CCOCC2)Cc2cccnc2)cc1C
  -2 | -6 | 0 | 0 | 0 | 6 | -0.6 | -18 | 2
CCN(C(=O)Cn1c(=O)oc2ccccc21)c1cccc(C(F)(F)F)c1
  -1 | -5 | 2 | -3 | 1 | -6 | -2.4 | -10 | 0
CCOC(=O)CC1COCCN1Cc1cn(C)nc1-c1ccccc1F (stereo not drawn)
  2 | 6 | -2 | -3 | 5 | 1 | -1.1 | 15 | 0
CCOc1ccc(C2c3c(oc4cc(C)c(C)cc4c3=O)C(=O)N2CCCN2CCOCC2)cc1 (stereo not drawn)
  2 | -5 | 3 | 0 | -20 | -15 | -0.3 | -13 | 0
Cc1ccnc(NS(=O)(=O)c2ccc(N=CC3=C(O)CC(C)(C)CC3=O)cc2)n1
  -3 | -12 | 0 | -1 | -11 | 1 | -1.1 | 7 | 0

Below each compound – core dimer inh | GASC-1 inh | CTSL1 counter | PP1 inh | proCasp7 act | procasp3 activ | PP5 primary | VLA-4 inh | GRK2 inh
COc1ccc(C(Nc2cccc([N+](=O)[O-])c2)P(=O)(OC(C)C)OC(C)C)cc1 (stereo not drawn)
  3 | 4 | 3 | -3 | 11 | -4 | -0.8 | 0 | 2
Cc1ccc(Cl)cc1NC(=O)C1C2CCC(O2)C1C(=O)O (stereo not drawn)
  -5 | -6 | -2 | 52* | 9 | 6 | 56* | 10 | 1
CC(C)(C)NC(=O)NCC1CCCC1NC(=O)NC(C)(C)C (stereo not drawn)
  -5 | 7 | -5 | 0 | 4 | 6 | 0.9 | -3 | 1
CC1(C)Cc2ccccc2-c2nnc(-c3ccc4ccccc4n3)n21
  5 | 2 | 2 | 2 | 4 | 2 | -1.1 | -10 | 0
O=c1c2ccccc2ncn1-c1cccc([N+](=O)[O-])c1
  3 | -13 | -1 | -8 | 7 | 1 | 1.1 | -5 | 0
O=C(COc1ccc(/C=C\[N+](=O)[O-])cc1)N1CCOCC1
  4 | -3 | 2 | 1 | -16 | -9 | 1.4 | 23 | 4
O=C(COC(=O)C1CC1)NCCc1ccccc1
  nt | -1 | nt | nt | 8 | -3 | nt | 5 | 0
COc1ccc(CNC(=O)CN2C(=O)c3ccccc3C2=O)cc1
  -16 | 20 | 2 | -10 | 0 | -2 | 2.0 | -7 | 0
O=C1c2ccc(-c3ccc(Cl)c(C(F)(F)F)c3)cc2S(=O)(=O)c2cccc(C(=O)N3CCN(c4ncc(Br)cn4)CC3)c21
  nt | nt | nt | nt | -3 | 4 | nt | -4 | 0
CN(C)C(=O)N1CCC(C(=O)NCc2ccc3c(c2)OCO3)CC1
  -2 | -25 | -9 | 1 | -4 | 3 | 1.8 | -7 | 10
Cn1c(=O)cc(SCC(=O)NCCCN2CCOCC2)c2ccccc21
  -3 | 3 | -2 | 0 | 13 | 3 | 1.7 | 24 | 2
O=C(O)c1c(C(=O)O)c(-c2ccc(F)cc2)n2c1CCC2
  -2 | ? | -3 | -2 | 4 | 4 | 1.2 | 44 | 4
CCC(=O)NC(=S)Nc1ccc(N2CCN(C(=O)c3ccc(Cl)cc3)CC2)cc1
  2 | 3 | 0 | -1 | -8 | -3 | 1.7 | -2 | 0
CCOC(=O)c1ccc(NC(=O)CSc2nc(N3CCOCC3)nc(N3CCOCC3)n2)cc1
  -12 | -4 | -6 | -3 | -12 | -2 | 5.3 | -5 | 0
Cc1nn(Cc2ccccc2)c(C)c1NC(=O)CSc1nc2sc3c(c2c(=O)n1C)CCC3
  0 | 6 | -4 | -4 | 4 | 6 | 2.4 | -4 | 0
CCOC(=O)C1CCCN(CC(O)COCc2ccc3c(c2)OCO3)C1 (stereo not drawn)
  0 | -14 | 1 | -2 | 8 | 1 | 1.1 | 4 | 0
COc1ccc(NC(=O)CN(C)C(=O)C(C)Sc2ccccc2)cc1 (stereo not drawn)
  -2 | 20 | -2 | 2 | 4 | 2 | 2.5 | -1 | 0
CCOC(=O)c1ccc(N2C(=O)C=CC2=O)cc1
  2 | -2 | 1 | 3 | -26 | -26 | 0.5 | 32 | 1
CCc1ccc2nc(SCC(=O)N(CC)CC)c(C#N)cc2c1
  18 | 1 | 4 | -2 | 6 | 1 | -0.7 | 7 | 2
Cc1ccc(-c2nc(C3CCCN(S(=O)(=O)c4ccc(C(C)(C)C)cc4)C3)no2)cc1 (stereo not drawn)
  -1 | -3 | -1 | 0 | 11 | 1 | 0.9 | -18 | 0

Pulled by structure from above (2):
Below each compound – core dimer inh | GASC-1 inh | CTSL1 counter | PP1 inh | proCasp7 act | procasp3 activ | PP5 primary | VLA-4 inh | GRK2 inh
O=C1c2ccc(-c3ccc(Cl)c(C(F)(F)F)c3)cc2S(=O)(=O)c2cccc(C(=O)N3CCN(c4ncc(Br)cn4)CC3)c21
  nt | nt | nt | nt | -3 | 4 | nt | -4 | 0
CCc1ccc2nc(SCC(=O)N(CC)CC)c(C#N)cc2c1
  18 | 1 | 4 | -2 | 6 | 1 | -0.7 | 7 | 2

Continued.
Below each compound – core dimer inh | GASC-1 inh | CTSL1 counter | PP1 inh | proCasp7 act | procasp3 activ | PP5 primary | VLA-4 inh | GRK2 inh
O=C(CSc1ccc(C(F)(F)F)cn1)Nc1ccccc1
  -1 | nt | 4 | -6 | 6 | 8 | 4.2 | 0 | 4
O=C(COc1ncnc2ccccc12)NCCc1ccccc1
  -4 | -17 | 0 | 0 | 0 | 0 | -2.2 | 10 | 6
N#Cc1ccc2ccn(CC(=O)N3CCCc4ccccc43)c2c1
  -5 | 4 | -2 | 0 | -8 | -6 | 3.8 | 8 | 3
O=C(O)c1ccc(Nc2ncc([N+](=O)[O-])cc2[N+](=O)[O-])cc1
  0 | -3 | 2 | -2 | 10 | -6 | -1.6 | 1 | 1
Cc1ccc(NC(=O)CC2S/C(=N/N=C3/NC(=O)CS3)NC2=O)cc1 (stereo not drawn)
  -3 | -4 | 0 | -2 | -12 | -3 | 3.9 | 8 | 91*
S=C(Nc1ccccc1)N1CCn2c(nc3ccccc32)C1
  -5 | 12 | -2 | 0 | 18 | 3 | 2.3 | 4 | 4
Cc1ccc(OCc2cc(C(=O)N3CCN(c4ccccc4)CC3)no2)cc1C
  10 | -2 | -1 | 0 | 7 | 2 | 1.7 | 12 | 0
Cc1nc(N2CCOCC2)sc1C=O
  0 | 2 | -1 | -1 | 2 | 7 | 4.8 | 7 | 0
CC1CC(C)CN(S(=O)(=O)c2ccc(NC(=O)CCNC(=O)c3ccc([N+](=O)[O-])cc3)cc2)C1 (stereo not drawn)
  nt | 2 | nt | -1 | 4 | 7 | 2.2 | -7 | 0
CCOC(=O)Cc1csc(SCc2nc3sc4c(c3c(=O)[nH]2)CCC4)n1
  4 | 15 | -1 | 0 | 9 | -1 | -0.1 | -8 | 5
C=CCn1c(SCC(=O)Nc2ccc(N3CCOCC3)cc2)nnc1-c1ccco1
  -20 | -25 | -5 | 2 | -4 | -5 | 0.8 | 0 | 1
CCCCn1c(N)c(N(Cc2ccccc2OC)C(=O)COc2ccc(F)cc2Cl)c(=O)[nH]c1=O
  12 | -3 | -1 | 1 | 0 | -2 | 3.0 | 21 | 0
CN(C)c1cccc(N(C)C)c1CNC(=O)C(C)(C)C
  1 | 1 | -4 | -6 | 11 | 2 | -1.2 | 9 | 4
CCOC(=O)Nc1sc2c(c1C#N)CCCC2
  -3 | 20 | 0 | 4 | 7 | -3 | 1.2 | -3 | 0
O=C(N/N=C/c1ccc(Cl)c(Cl)c1)c1ccc2nc[nH]c2c1
  2 | -3 | 4 | -1 | -2 | 0 | -1.5 | 3 | 2
CCOC(=O)c1cc(C)n(-c2ccc(OC)c(OC)c2)c1C
  6 | -1 | 1 | 4 | -12 | -3 | 1.0 | 2 | 1
C[C@@H](C(=O)OCn1nnc2ccccc2c1=O)N1C(=O)C2CCCCC2C1=O (stereo partly drawn)
  6 | -3 | 1 | 2 | 1 | -2 | -1.3 | 6 | 3
COc1cc(/C=C2/C(=O)ON=C2C)ccc1OCc1ccccc1F
  2 | 2 | 0 | -3 | -7 | 9 | 0.7 | 46 | 1
CN(C)c1nc(N(C)C)nc(N2CC(=O)N(c3ccccc3)C2=N)n1
  1 | 6 | 0 | -1 | 3 | 5 | -3.0 | -3 | 2
